hIAP act = human IAP activators, primary screen, biochemical, luminescence, uHTS | activation factor at 10 µM | purified human IAP, CDP-Star luminescence, 30 min; active compounds read high; 1 = vehicle-only enzyme, 0 = enzyme-free background | Intestinal-type alkaline phosphatase (Homo sapiens), P09923 | actives 0.16% (n = 330,000);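 active = activation factor of the enzyme at least 2-fold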; also: the source names both 10 and 20 µM as test concentration; values of inactives mirror those of a sister screen read the other way
MIN6 prolif = inducers of MIN6 beta-cell proliferation, primary screen, ATP luminescence, uHTS. MIN6 cells proliferation, ATPlite luminescence, 48 h; cells starved in 0.2% serum; 100% = growth in 10% serum. proliferation, % at 10 µM. actives 0.29% (n = 330,000). AID 2380, 2010;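 active = compounds whose signal lies at least 3.5 SD above the mean of all wells on their plate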;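 also: 0% = DMSO-treated cells in low-serum medium and 100% = 10% serum control; some compounds called inactive have numbers as strong as hits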
mIAP act = activators of mouse IAP, primary screen, biochemical, luminescence, uHTS; activation factor at 10 µM; intestinal alkaline phosphatase [Mus musculus]; muIAP, CDP-Star luminescence, 30 min; active compounds read high; 1 = vehicle-only enzyme signal, 0 = enzyme-free wells; actives 0.24% (n = 330,000);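 active = activation factor of at least 2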; also: the source names both 10 and 20 µM as test concentration; values of inactives mirror those of a sister screen read the other way
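System: mouse IAP enzyme. Reagent: CDP-Star chemiluminescent phosphatase substrate. Benchmarks: DMSO wells, no-enzyme wells. Times: 30 min enzyme-substrate-compound incubation at room temperature. Detection: luminescence from enzymatic CDP-Star hydrolysis. Doses: test compounds delivered from DMSO solution.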
MPTP inh = mitochondrial permeability transition pore inhibitors, primary screen, biochemical, isolated mouse mitochondria, absorbance | Ca2+ swelling absorbance, 30 min | inhibition, % at 10 µM | actives 1.4% (n = 360,000);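 active = inhibition of 50% or more, scaled per plate between neutral and stimulator controls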;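 also: 0% = DMSO wells given calcium and 100% = 1 mM EGTA wells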
mIAP inh = inhibitors of mouse IAP, primary screen, biochemical, luminescence, uHTS; AID 2806, 2010; intestinal alkaline phosphatase [Mus musculus]; actives 0.2% (n = 330,000); inhibition, % at 10 µM; purified mouse IAP, CDP-Star luminescence, 30 min;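 active = inhibition of at least 40% at 10 µM in the primary screen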;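 also: plate controls were DMSO with enzyme for no effect and no enzyme wells for full effect; values of inactives mirror those of a sister screen read the other way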
A3A deaminase = APOBEC3A ssDNA deaminase inhibitors, primary screen, selectivity assay for APOBEC3G inhibitor project, biochemical, FAM/TAMRA oligo cleavage fluorescence. recombinant A3A, FAM/TAMRA ssDNA deamination fluorescence. inhibition, % at 20 µM. actives 0.41% (n = 330,000);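 active = at least 40% inhibition at 20 µM here, with at most 30% in a related deaminase screen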;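 also: plate controls were A3A with DMSO for no effect and wells lacking A3A enzyme for full effect; some results filed as inactive read as strong as hits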
Target sequence (P31941 whole entry, looked up): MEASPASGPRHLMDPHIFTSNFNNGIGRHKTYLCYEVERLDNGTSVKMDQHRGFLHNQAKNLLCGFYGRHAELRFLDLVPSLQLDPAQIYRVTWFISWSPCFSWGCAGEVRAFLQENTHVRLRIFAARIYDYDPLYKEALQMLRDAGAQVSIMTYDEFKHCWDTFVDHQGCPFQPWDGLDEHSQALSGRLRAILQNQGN
ATG4B inhibitor = ATG4B protease inhibitors, primary screen, biochemical, fluorescence, uHTS; ATG4B cleavage of LC3-PLA2, NBD-HPC fluorescence, 1 h; inhibition, % at 8.33 µM; actives 0.51% (n = 340,000); AID 504462, 2011; in the data active = inhibition above about 40%
Target sequence (Q9Y4P1 whole entry, looked up): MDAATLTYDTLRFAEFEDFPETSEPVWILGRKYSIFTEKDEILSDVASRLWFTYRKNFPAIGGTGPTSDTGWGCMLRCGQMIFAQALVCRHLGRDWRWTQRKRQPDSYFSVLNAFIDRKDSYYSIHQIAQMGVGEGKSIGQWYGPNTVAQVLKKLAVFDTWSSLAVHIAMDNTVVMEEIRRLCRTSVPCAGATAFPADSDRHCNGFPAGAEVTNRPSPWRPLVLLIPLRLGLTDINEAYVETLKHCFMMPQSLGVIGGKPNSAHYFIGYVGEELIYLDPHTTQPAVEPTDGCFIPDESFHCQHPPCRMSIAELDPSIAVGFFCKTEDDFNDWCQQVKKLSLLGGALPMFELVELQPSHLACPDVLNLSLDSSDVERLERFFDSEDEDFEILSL
hIAP block = human IAP inhibitors, primary screen, biochemical, luminescence, uHTS | purified IAP, CDP-Star luminescence, 30 min | inhibition, % at 10 µM | Intestinal-type alkaline phosphatase (Homo sapiens), P09923 | actives 0.12% (n = 330,000) | AID 2544, 2010;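 active = inhibition reaching a set limit with compound at 10 µM in the primary screen, cut at about 35% in these data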;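 also: plate controls were DMSO wells with enzyme for no effect and no-enzyme buffer wells for full effect; values of inactives mirror those of a sister screen read the other way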
A3G deaminase = APOBEC3G DNA deaminase inhibitors, primary screen, biochemical, fluorescence, single-stranded DNA substrate, uHTS. DNA dC->dU-editing enzyme APOBEC-3G (Homo sapiens), Q9HC16. recombinant A3G, ssDNA deamination FAM/TAMRA fluorescence. inhibition, % at 20 µM. actives 0.28% (n = 330,000);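 active = inhibition of at least 40% at 20 µM, with no more than 30% in the related APOBEC3A deaminase screen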;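 also: plate controls were DMSO wells with A3G for no effect and wells lacking A3G enzyme for full effect; some compounds called inactive have numbers as strong as hits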
An asterisk follows results filed as active.

(1) O=C(NCCOc1ccccc1)C1CCC(=O)N(CCCN2CCOCC2)C1 (configuration not stated)
(2) O=C(Nc1nc2ccc(S(=O)(=O)N3CCCC3)cc2s1)c1cccs1
(3) CCc1ccc(NC(=O)CCc2nc3ccccc3[nH]2)cc1
(4) Cn1ncc([N+](=O)[O-])c1C(=O)N/N=C/c1c[nH]c2ccccc12
(5) Cc1ccc(S(=O)(=O)N2CCN(C(=O)c3ccccc3)CC2)c(C)c1NS(C)(=O)=O
(6) Cc1noc(C)c1C(=O)Nc1ccc(-n2ccc(C(F)(F)F)n2)cc1
(7) CCCCNC(=S)N/N=C/c1ccc(C#N)cc1
(8) CCn1cc(CN2CCC(n3nccc3NC(=O)CCOc3ccccc3)CC2)cn1
screen / no.	1	2	3	4	5	6	7	8
A3G deaminase	-9	-5	-4	-2	-14	-10	-8	18
mIAP inh	6	1	3	2	0	2	3	-19
hIAP block	-9	-3	-10	-16	5	-5	5	-30
MIN6 prolif	1	-2	1	-1	-1	-1	3	1
MPTP inh	0.5	-0.5	0.3	-0.8	-0.2	0.1	0.6	-1.2
ATG4B inhibitor	-8	-2	-13	1	-4	4	-2	1
A3A deaminase	2	-2	-2	2	1	6	-4	3
mIAP act	0.94	0.99	0.97	0.97	1	0.98	0.97	1.2
hIAP act	1.1	1	1.1	1.2	0.95	1.1	0.95	1.3

(9) CCOC(=O)C1C(=O)NC(N2CCN(Cc3ccccc3)CC2)=NC1c1ccco1 (configuration not stated)
(10) O=C(NCCCl)c1ccc(OCc2ccccc2)cc1Cl
(11) CCOC(=O)N/N=C1\CC(C)S(=O)(=O)c2ccc(Cl)cc21 (configuration not stated)
(12) CC(C)(C)c1cc(C(=O)Nc2cccnc2)cc(C(=O)Nc2cccnc2)c1
(13) O=S(=O)(c1cccs1)N1CCN(c2cccc(Cl)c2)CC1
(14) CC(C)(CO)NC(=O)c1ccc2nc(Cc3cccc(Cl)c3)oc2c1
(15) O=C(Nn1cnnc1)c1cc(-c2ccccn2)nc2ccccc12
(16) COc1ccccc1COCC(O)CNCCc1ccc(C(F)(F)F)cc1 (configuration not stated)
screen / no.	9	10	11	12	13	14	15	16
A3G deaminase	-1	-5	-2	-7	-3	-11	-2	-3
mIAP inh	7	5	13	-3	-3	-8	-5	-1
hIAP block	11	2	6	-3	10	4	-16	-9
MIN6 prolif	-1	-2	-1	-4	0	0	1	-5
MPTP inh	-0.8	-0.4	0.6	-0.3	1.2	0.4	-4.7	1.7
ATG4B inhibitor	-4	5	0	-1	6	-3	-12	0
A3A deaminase	0	6	-3	1	0	-7	-7	-1
mIAP act	0.93	0.95	0.87	1	1	1.1	1.1	1
hIAP act	0.89	0.98	0.94	1	0.9	0.96	1.2	1.1

(17) O=C(Cc1c(Cl)cccc1Cl)NC1CC1
(18) O=C(CSc1nncn1-c1ccccc1)Nc1cc(Cl)cc(Cl)c1
(19) CCN(c1ccccc1)S(=O)(=O)c1ccc2[nH]cc(C(=O)N3CCOCC3)c(=O)c2c1
(20) Cc1cccc(N2CCN(C(=O)c3cccc(N4C(=O)C5C6C=CC(C6)C5C4=O)c3)CC2C)c1 (configuration not stated)
(21) CN(Cc1ccco1)C(=O)CN1C(=O)NC2(CCCCC2)C1=O
(22) CSc1ccc(Cl)c(C(=O)OCC(=O)NCC(C)C)c1
(23) Cn1c2c(c(=O)n(C)c1=O)C1(C(=O)Nc3ccccc31)C(C#N)=C(N)O2 (configuration not stated)
(24) O=C(O)c1cccc(N/C(=N\S(=O)(=O)c2ccccc2)c2ccccc2)c1
screen / no.	17	18	19	20	21	22	23	24
A3G deaminase	-13	-3	-1	1	-6	-7	-3	-4
mIAP inh	8	-2	-1	-4	-1	3	6	-5
hIAP block	-8	14	-8	-2	8	3	6	2
MIN6 prolif	-4	0	0	-3	1	1	-1	3
MPTP inh	-0.9	0.7	1.9	0.7	-0.5	0.6	-0.3	0.1
ATG4B inhibitor	4	1	0	6	6	3	10	-1
A3A deaminase	-5	2	5	-2	2	12	0	1
mIAP act	0.92	1	1	1	1	0.97	0.94	1.1
hIAP act	1.1	0.86	1.1	1	0.92	0.97	0.94	0.98

(25) O=C(Cc1n[nH]c(=O)[nH]c1=O)N/N=C/c1ccccc1O
(26) O=C(N/N=C/C(Br)=C/c1ccccc1)c1n[nH]c2c1CCC2
(27) CC(=O)Nc1ccc(CN2CCN(C3CCCCC3)C(CCO)C2)cc1 (configuration not stated)
(28) COc1cc(OC)nc(Oc2cc(C=O)ccc2OC)n1
(29) NC(=S)N/N=C/c1cccc(/C=N/NC(N)=S)c1
screen / no.	25	26	27	28	29
A3G deaminase	-6	10	-6	-7	-14
mIAP inh	-1	11	0	1	4
hIAP block	14	-5	-4	4	-2
MIN6 prolif	0	-5	-1	-1	-1
MPTP inh	0.7	-0.5	-0.8	-0.3	0.6
ATG4B inhibitor	-12	-3	13	1	-2
A3A deaminase	-3	-3	-1	-4	-1
mIAP act	1	0.89	1	0.99	0.96
hIAP act	0.86	1.1	1	0.96	1

9 entries out of the list, arranged by count of non-hydrogen atoms, low to high.
(29) NC(=S)N/N=C/c1cccc(/C=N/NC(N)=S)c1
(22) CSc1ccc(Cl)c(C(=O)OCC(=O)NCC(C)C)c1
(28) COc1cc(OC)nc(Oc2cc(C=O)ccc2OC)n1
(26) O=C(N/N=C/C(Br)=C/c1ccccc1)c1n[nH]c2c1CCC2
(21) CN(Cc1ccco1)C(=O)CN1C(=O)NC2(CCCCC2)C1=O
(18) O=C(CSc1nncn1-c1ccccc1)Nc1cc(Cl)cc(Cl)c1
(27) CC(=O)Nc1ccc(CN2CCN(C3CCCCC3)C(CCO)C2)cc1 (configuration not stated)
(19) CCN(c1ccccc1)S(=O)(=O)c1ccc2[nH]cc(C(=O)N3CCOCC3)c(=O)c2c1
(20) Cc1cccc(N2CCN(C(=O)c3cccc(N4C(=O)C5C6C=CC(C6)C5C4=O)c3)CC2C)c1 (configuration not stated)
screen / no.	29	22	28	26	21	18	27	19	20
A3G deaminase	-14	-7	-7	10	-6	-3	-6	-1	1
mIAP inh	4	3	1	11	-1	-2	0	-1	-4
hIAP block	-2	3	4	-5	8	14	-4	-8	-2
MIN6 prolif	-1	1	-1	-5	1	0	-1	0	-3
MPTP inh	0.6	0.6	-0.3	-0.5	-0.5	0.7	-0.8	1.9	0.7
ATG4B inhibitor	-2	3	1	-3	6	1	13	0	6
A3A deaminase	-1	12	-4	-3	2	2	-1	5	-2
mIAP act	0.96	0.97	0.99	0.89	1	1	1	1	1
hIAP act	1	0.97	0.96	1.1	0.92	0.86	1	1.1	1

Screening results deposited in PubChem BioAssay by Sanford-Burnham Center for Chemical Genomics.

Compounds were not picked by outcome; overall some 3.3% were active at least once.
